PREPL inh: inhibitors of human prolyl oligopeptidase-like enzyme PREPL; Q4J6C6; recombinant PREPL, fluorescence polarization activity-based probe; inhibition, % at 5.96 µM; hit rate 0.68% among 320,000; in the data active means inhibition above about 43%;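 further: 0% = enzyme with DMSO and 100% = wells lacking enzyme; many of its hits are not listed in these tables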
ZTA DNA inh: blocks Epstein-Barr virus ZTA, an EBNA-1 counter-screen; P03206; ZTA-DNA binding, fluorescence polarization; inhibition, % at 11 µM; hit rate 0.15% among 320,000; in the data active means inhibition above about 33%
Target sequence (P03206 whole entry, looked up): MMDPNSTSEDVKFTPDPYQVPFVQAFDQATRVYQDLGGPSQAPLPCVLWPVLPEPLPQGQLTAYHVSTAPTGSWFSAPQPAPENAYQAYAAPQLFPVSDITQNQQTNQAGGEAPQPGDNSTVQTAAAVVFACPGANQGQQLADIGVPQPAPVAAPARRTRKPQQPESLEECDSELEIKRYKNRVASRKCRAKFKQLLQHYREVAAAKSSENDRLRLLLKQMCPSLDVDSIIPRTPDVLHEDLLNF
Efflux pump inh: antifungal efflux pump inhibition, Nile Red retention; S. cerevisiae Candida pump triplex; inhibition, % at 10 µM; hit rate 0.44% among 330,000; AID 485275;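 active means plate passing quality check with inhibition over a set limit, or well fluorescence over plate mean plus 4 SD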;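 further: Nile Red retained in pooled yeast measured as flow cytometry median fluorescence; 0% = buffer negative control and 100% = Enniatin B positive control; higher means more Nile Red kept so more efflux inhibition; some compounds called inactive have numbers as strong as hits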
EBNA-1 inhibitor: blocks EBNA-1 binding to DNA; EBNA-1 DNA binding, fluorescence polarization; inhibition, % at 14.8 µM; hit rate 0.34% among 300,000; AID 1950; in the data active means inhibition above about 28%
TPT1 inh: inhibitors of Candida albicans tRNA 2'-phosphotransferase TPT1; hit rate 0.81% among 300,000; recombinant caTPT1, FP RNA substrate dephosphorylation; inhibition, % at 5 µM; AID 1962;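 active means inhibition above the mean of all tested compounds plus 3 SD, set per screening campaign, cut at about 24% in these data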;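 further: plate controls were DMSO alone for no effect and ferristatin control at 100 nM for full effect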
PP5 inh: PP5 (human) phosphatase inhibition | P53041 | purified PP5c, OMFP substrate fluorescence | inhibition, % at 6.7 µM | hit rate 0.18% among 320,000;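 active means inhibition above the campaign's mean inhibition across all tested compounds plus 3 SD, cut at about 9.5% in these data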;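 further: 0% = DMSO only and 100% = 100 µM cantharidin control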
Target sequence (P53041 whole entry, looked up): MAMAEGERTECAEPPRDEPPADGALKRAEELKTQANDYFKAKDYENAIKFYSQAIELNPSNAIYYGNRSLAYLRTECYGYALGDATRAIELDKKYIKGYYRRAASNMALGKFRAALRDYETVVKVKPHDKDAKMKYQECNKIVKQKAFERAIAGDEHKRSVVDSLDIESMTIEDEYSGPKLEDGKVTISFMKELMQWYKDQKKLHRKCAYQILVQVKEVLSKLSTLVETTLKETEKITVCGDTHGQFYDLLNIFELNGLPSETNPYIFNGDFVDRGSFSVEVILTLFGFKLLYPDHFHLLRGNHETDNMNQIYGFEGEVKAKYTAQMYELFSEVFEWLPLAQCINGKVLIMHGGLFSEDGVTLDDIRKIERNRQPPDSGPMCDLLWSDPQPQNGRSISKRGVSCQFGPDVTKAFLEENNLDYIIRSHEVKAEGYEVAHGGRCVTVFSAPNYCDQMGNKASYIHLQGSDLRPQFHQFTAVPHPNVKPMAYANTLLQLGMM
HCV core dimer: blocks dimerization of HCV core protein | TR-FRET GST/Flag-core106 dimerization, 1536-well | inhibition, % at 5 µM | hit rate 0.33% among 300,000 | AID 1899;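 active means inhibition above the mean of all tested compounds plus 3 SD, set per screening campaign, cut at about 45% in these data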
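Assay system: GST-tagged and Flag-tagged HCV core protein residues 1-106 / Times: compound-protein-antibody incubation 4 h at 22.5 °C / Signal: time-resolved FRET, ex 340 nm, em 617 and 671 nm / Evaluation: % inhibition based on acceptor/donor emission ratio / Benchmarks: wells lacking GST-core106 and wells with excess unlabelled core106 / Repeats: singlicate, one well per compound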
Fh CTSL1 inh: blocks F. hepatica cathepsin L1 in PFM18AAP counter-screen; AID 1906; inhibition, % at 5.96 µM; recombinant F. hepatica cathepsin L1, Z-Leu-Arg-MCA fluorescence; hit rate 0.49% among 300,000;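 active means inhibition above the mean of all tested compounds plus 3 SD, set per screening campaign, cut at about 17% in these data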;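 further: 0% = plate median of test compound wells and 100% = 1 µM Z-Phe-Ala-diazomethylketone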
PP1 inh: PP1-alpha (human) inhibition in PP5 counter-screen; hit rate 0.9% among 320,000; purified PP1alpha, OMFP fluorescence; inhibition, % at 6.7 µM;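 active means inhibition above the mean inhibition of all tested compounds plus 3 SD, computed separately for each screening campaign, cut at about 15% in these data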
Target sequence (P62136 whole entry, looked up): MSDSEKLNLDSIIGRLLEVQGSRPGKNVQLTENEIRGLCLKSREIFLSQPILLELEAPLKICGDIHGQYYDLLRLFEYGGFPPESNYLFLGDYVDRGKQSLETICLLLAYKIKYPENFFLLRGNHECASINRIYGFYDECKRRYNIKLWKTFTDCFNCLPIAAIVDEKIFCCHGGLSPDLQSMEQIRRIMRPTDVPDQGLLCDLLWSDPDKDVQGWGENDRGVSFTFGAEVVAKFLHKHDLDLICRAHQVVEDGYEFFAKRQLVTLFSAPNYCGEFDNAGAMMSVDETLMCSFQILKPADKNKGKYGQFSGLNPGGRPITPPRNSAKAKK
Starred values were filed as active, the others as inactive; x = not tested or not shown. An excerpt. The share of hits here may be higher or lower than overall.

Value order – PREPL inh, ZTA DNA inh, Efflux pump inh, EBNA-1 inhibitor, TPT1 inh, PP5 inh, HCV core dimer, Fh CTSL1 inh, PP1 inh
CC1=C(C(=O)O)N2C(=O)C(NC(=O)c3nn(C)c(C)c3Cl)C2SC1 (centres undefined)
    2, 0, 0.0, -16, 0, -0.2, 0, -2, -6
COc1ccc(N2CCN(S(=O)(=O)c3ccc(OC)cc3)CC2)cc1
    -33, 99*, -0.1, 21, -2, 0.8, -2, -4, 0
COc1cc(NC2=CC(=O)CC(C)(C)C2)cc(OC)c1OC
    4, 1, -0.1, 7, -1, 0.5, -3, 4, -3
COc1cc(C(=O)OCC(=O)NCc2ccco2)cc(OC)c1OC
    -6, -16, 0.3, 9, -2, 1.8, 21, 5, 2
CCOc1ccc(S(=O)(=O)n2cnc(C)c2)cc1
    -2, -2, 0.0, -12, 0, -7.2, -7, 8, -10
O=C(CN1CCCCC1)Nc1nnc(-c2ccccc2)s1
    -2, 4, 0.1, -5, -4, 0.6, 4, 4, -2
C[C@@H](C(=O)NCc1ccco1)N1C(=O)N2CCc3c([nH]c4ccccc34)[C@@]2(C)C1=O
    7, -29, -0.2, 3, -3, 0.8, -2, -3, 3
COc1ccc(C(CNC(=O)c2ccc(OCc3ccccc3)cc2)N2CCOCC2)cc1 (centres undefined)
    30, -2, 0.2, x, x, 0.0, x, x, -2
COc1ccccc1NS(=O)(=O)c1cc(NC(=O)CN2C(=O)NC3(CCCC3)C2=O)ccc1C
    7, -17, -0.1, 8, -4, 0.7, -11, 4, -8
c1csc(-c2ccnc3ncnn23)c1
    5, 10, -0.1, 1, 2, -2.4, 11, 5, -1
O=C(NNc1ncnc2c1cnn2-c1ccccc1)c1cccs1
    1, 7, -0.1, 10, 1, -1.9, -1, 2, -3
Cc1ccc(C(=O)NNC(=O)Cc2nc3nc(C)cc(C)n3n2)cc1
    18, 10, 0.2, -13, -2, -1.1, -11, 4, -1
COc1ccc(-c2noc(COC(=O)c3ccco3)n2)cc1OC
    16, -13, -0.2, x, x, -4.3, x, x, 0
CC(=O)Nc1ccc(S(=O)(=O)N2CCC(NC(=O)c3ccccc3)CC2)cc1
    11, 4, 0.4, -8, 1, 2.7, -19, -2, 0
Clc1ccccc1Cn1nnc(-c2cccs2)n1
    -7, -5, 0.1, -1, 1, 2.0, 4, -1, 3
Cc1c(Cl)cccc1NC(=S)NC1CC1
    -7, -5, 0.0, 3, 1, 2.5, -3, -3, -2
CC1(C)Cc2c(sc3nc(-c4ccccc4)oc(=O)c23)CO1
    8, -4, 0.3, 5, -2, 2.8, -9, 2, 3
CN(C)CCCNC(=O)N1c2ccccc2C=Cc2ccccc21
    0, 3, 0.3, 1, -3, 2.0, -1, -3, 0
COc1ccc(CNC(=O)C2CC(c3cccc([N+](=O)[O-])c3)=NO2)cc1 (centres undefined)
    3, -29, -0.1, -2, -1, 1.8, -2, -5, 1
CC(C)NS(=O)(=O)c1ccc(CCC(=O)N2CCOCC2)cc1
    2, 0, -0.1, 7, 0, -2.2, -9, -1, -3
Cc1ccc(C)c(NC2=CC(=O)CC(C)(C)C2)c1C#N
    -2, -8, 0.0, -5, -3, -0.5, -13, -2, -4
CCOc1ccc(NC(=O)Nc2cc(-c3ccccc3)sc2C(=O)OC)cc1
    13, -17, -6.2, 4, -2, 4.2, -17, -2, 5
CSc1ccc(S(=O)(=O)N2CCC(C(=O)NCCN3CCOCC3)CC2)cc1
    12, -6, -0.2, -1, -3, 2.0, -13, -1, 8
COc1ccc(N2C(=O)c3ccccc3NC2(C)C)cc1
    2, 2, -0.4, -1, -2, -0.2, -3, 1, -1
NS(=O)(=O)c1cnccc1Nc1cccc(F)c1
    -6, 18, -0.1, 12, 3, 1.6, 2, 1, -5
O=C(CCN1CCN(c2ccccc2)CC1)Nc1nccs1
    1, -7, 0.0, -12, 2, 3.2, -6, -2, -2
CCc1ccc(-c2nc(CN3CCC(C(=O)NCCc4ccc(OC)c(OC)c4)CC3)c(C)o2)cc1
    30, -21, -0.2, 3, 2, 1.2, -4, -5, 2
CC1(C)CC(C(CC(=O)N2CCCC2)Cc2ccccc2)CCO1 (centres undefined)
    -8, -5, 0.1, -15, 0, -0.3, -1, -5, 2
COc1ccc(OCCNc2c([N+](=O)[O-])c(=O)oc3ccccc23)cc1
    13, -1, 0.0, -6, 4, 1.4, 0, -1, 2
COc1cccc(C(=O)O/N=C(\C)c2cnccn2)c1
    26, 17, -0.2, 16, -2, -2.7, 2, -3, -2
CCOC(=O)c1cnc2c(C)c(Cl)ccc2c1N1CCN(CC)CC1
    15, -25, 0.0, -14, -2, 6.8, -6, 3, 3
Nc1c(-c2ccccc2)nnn1Cc1ccccc1
    3, 2, 0.0, -1, -1, 1.8, -8, -9, -4
CCCCCC(=O)NNC(=S)NC(=O)c1ccc([N+](=O)[O-])cc1
    4, -6, 0.0, 8, -1, -1.6, 4, 5, 1
Cc1sc2ncnc(NCc3cccnc3)c2c1C
    12, -16, 0.0, -2, 0, -2.6, -4, 0, -1
COc1ccc(N/C=C\C(=O)c2ccc(C)cc2)cc1OC
    7, 17, 0.0, -8, 2, 0.1, -2, 2, 1
Brc1ccc(-c2nnc3ccc(N4CCN(c5ccccc5)CC4)nn23)cc1
    6, 6, 0.1, 5, 0, -0.7, 5, 0, -2
COc1ccc(-c2ccc(C(=O)C3CC3)cc2)cc1
    -5, 17, 0.0, -2, -2, -1.2, -9, 1, 3
Cc1ccc(NC(=O)CN(C)C(=O)CSc2nnnn2C)cc1
    -16, 16, -0.1, 9, -3, -3.0, 2, -4, -1
CCN(CC)CCCNC(=O)c1nn(-c2ccc(OC)cc2OC)c(=O)c2ccccc12
    4, 10, 0.0, -2, -2, 5.3, -6, 2, 0
O=C/C(=C\Nc1ccc(Cl)cn1)c1nc2ccccc2o1
    17, -5, -0.1, 5, 4, 2.3, 17, -2, 5
CNC(=O)C12CC3CC(CC(Cl)(C3)C1)C2
    -1, 22, 0.0, 9, 1, 0.9, 1, 1, -2
Cn1c(N)c(C(=O)COC(=O)c2cc(-c3ccccc3)nc3ccccc23)c(=O)n(Cc2ccccc2)c1=O
    -7, -4, -0.1, 6, 6, 0.3, -32, -1, 1
COc1ccc(CNC(=O)c2noc3c2CCCCC3)cc1
    10, 6, -0.4, 14, 2, -0.1, 2, 6, -4
COc1ccc(OC)c(-c2csc(N(C)C(=O)c3ccco3)n2)c1
    -1, 12, -0.1, 4, 2, 1.7, -39, -2, 1
Cc1ccc(CC(=O)NC2CCN(Cc3ccccc3)CC2)cc1
    7, -1, 0.0, 2, -6, 0.3, 1, 1, 2
Cc1ccc(-c2nnc3n2N=C(c2ccccc2)CS3)cc1
    1, -2, 0.1, 3, 1, 5.5, 4, -2, -4
COc1cccc(N2CCN(C(=O)/C=C/c3ccco3)CC2)c1
    12, -4, 0.5, -15, -2, -2.0, 2, -6, 4
NS(=O)(=O)c1ccc(N2N=C(c3ccccc3)CC2c2ccccc2)cc1 (centres undefined)
    26, -5, -14, 7, 4, 4.4, 4, 5, 1
CC(Oc1ccccc1)C(=O)N1CCN(c2ncccn2)CC1 (centres undefined)
    -6, -24, -0.2, x, x, -1.0, x, x, -2
COc1cccc(Oc2cn[nH]c2-c2ccc(OC)cc2O)c1
    -3, -8, 0.1, -12, 1, 6.7, 1, 4, -6
COc1cc(NC(=O)CCc2nnc3ccc(N4CCC(C)CC4)nn23)cc(OC)c1
    -6, 14, -0.2, -12, 1, 3.4, 3, -3, 0
CSCCC1(C(=O)O)NC(c2ccccc2O)C2C(=O)N(C(C)C)C(=O)C21 (centres undefined)
    2, 11, 0.0, 11, 1, -1.3, -2, -2, -2
COC1=Cc2c(ccc3ccc(=O)oc23)OC1(C)C
    2, -6, -0.1, -11, 2, 1.1, 2, 9, -8
O=C(COC(=O)c1ccc2c(c1)OCCO2)Nc1cc(Cl)ccc1Cl
    -4, 16, 0.1, 10, 1, 0.9, 10, 5, 1
Nc1c(-c2ccccc2)sc2ccc3ccccc3[n+]12
    -4, 8, 0.0, -3, 0, 2.6, -6, 8, 0
COc1ccc(CN(C)c2ncnc(N)n2)cc1
    4, 4, 0.0, 2, -5, 1.1, -2, 3, -1
Cc1c(-c2ccccc2)sc(Br)c1C(=O)N1CCOCC1
    -2, -3, 0.0, -8, -7, -1.3, -2, -3, -1
CCOC(=O)C1=C(C)N(c2ccc(OC)cc2)C(=O)/C1=C\c1cccs1
    7, -13, 0.3, 0, -1, -1.2, 12, 1, -3
O=C(/C=C/c1cccc([N+](=O)[O-])c1)c1cccs1
    -2, 8, -0.1, 19, -1, 2.5, 1, -2, -3
NS(=O)(=O)c1cccnc1Nc1cccc(Cl)c1
    3, 6, -0.1, 3, 4, 2.7, -4, 2, -3

Additional compounds follow.
Value order – PREPL inh, ZTA DNA inh, Efflux pump inh, EBNA-1 inhibitor, TPT1 inh, PP5 inh, HCV core dimer, Fh CTSL1 inh, PP1 inh
COc1cccc(CNn2c(-c3cccc(C)c3)nc3ccccc3c2=O)c1
    -13, -12, -1.1, 0, 1, 2.1, -3, -1, 4
COc1ccc(C(=O)NCCS(=O)(=O)NCCc2ccccc2)cc1
    -1, -18, 0.3, -6, 2, 0.9, 1, 2, -3
CN(C)CCCn1cnc2c1c(=O)[nH]c(=O)n2Cc1ccccc1
    2, -7, 0.1, -3, 2, 3.0, -1, -2, -2
Cc1ccc(CNc2oc(COc3ccccc3Cl)nc2C#N)cc1
    -4, 9, 0.2, -12, -2, 5.8, 13, 4, 4
Cc1cc(=O)[nH]c(SCC2COC3(CCCCC3)O2)n1 (centres undefined)
    7, -7, -0.2, 3, -3, 0.1, -4, -1, -5
Cc1cccnc1NC(=O)c1cccc(S(=O)(=O)N2CCCc3ccccc32)c1
    5, -5, 0.1, -8, 2, -1.0, -2, 1, -1
COc1ccc(C(=O)c2oc3ccc(OC)cc3c2NC(C)=O)cc1
    1, -6, 0.0, -3, 1, -0.5, 5, -3, -2
O=C(CSc1nnnn1-c1ccc(Cl)cc1)N1CCc2ccccc2C1
    -9, 3, 0.5, -2, -1, 0.6, 3, 2, 1
CCOc1ccc(/C(O)=C2/C(=O)C(=O)N(c3nc(C)c(C)s3)C2c2ccco2)cc1 (centres undefined)
    -2, -7, 0.0, -1, 4, 4.0, 15, 3, 4
O=C(CSc1nnc(NC(=O)C2CC2)s1)NCc1ccc(F)cc1
    7, 9, -0.1, 5, -1, 0.4, 2, 0, 0
Cn1c2ccccc2c2ncn(CCC3=CCCCC3)c(=O)c21
    -8, 4, 0.1, -1, 3, -1.3, 3, -2, -1
Cc1ccnc(NC(=O)CC(c2ccccc2)c2ccccc2)n1
    9, 10, 0.1, -7, 4, 1.4, 8, -1, -3
CC1CCC2(CC1)Nc1ccccc1C(=O)N2c1ccccc1 (centres undefined)
    -7, 9, 0.1, -2, -2, 2.0, 1, 2, 0
CCCc1nc2sc3c(c2c(=O)n1NC(=O)c1ccco1)CC(C)(C)OC3
    -1, 10, -0.1, -1, 4, 0.1, 5, -1, -3
O=C(Cn1nnc(-c2cccs2)n1)NCc1cccs1
    1, 1, 0.1, -5, 3, -0.6, -1, -5, 0
Cc1ccc(N2CC(C(=O)Nc3cccc(F)c3)CC2=O)cc1 (centres undefined)
    0, 1, 0.1, 9, 0, -2.4, 6, 1, -5
COc1cc(C)ccc1OCCOCCOc1c(C)cc(C)cc1Br
    9, -10, -0.2, -11, -1, 3.1, -2, 2, 1
CNS(=O)(=O)c1cc(N)ccc1C
    3, -22, -0.1, 0, -2, -2.0, -2, 6, -2
CCOc1ccccc1NC(=O)CS(=O)(=O)c1cn(CC(=O)N2CCOCC2)c2ccccc12
    4, 0, 0.1, 8, -3, -0.6, 3, -1, -3
CCNC(=O)c1ccccc1SCC(=O)Nc1ccc(F)cc1
    -1, -12, -0.1, 5, -2, 1.2, -10, -2, 0

Screening data: PubChem BioAssay, several laboratories
